Screening data: PubChem, Johns Hopkins Ion Channel Center
ANO1 activ = activates or potentiates the mouse TMEM16A chloride channel | Q8BHY3 | HEK293 TMEM16A/YFP-H148Q/I152L, iodide quench fluorescence; active compounds read low | B-score at 10 µM | hit rate 0.3% among 340,000 | AID 623877;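 active means fluorescence-ratio B-score plate-corrected deviation score at least 3 library SD below zero, with starting fluorescence score within 5 deviations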;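 further: channel opened by trigger with iodide after compound preincubation; score built on the fluorescence ratio of max minus min over baseline; more negative score means more quench and so TMEM16A activation or potentiation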
KCNK3 block = human KCNK3 channel inhibition, primary screen; O14649; CHO-KCNK3 thallium flux, FluxOR fluorescence; active compounds read low; B-score at 10 µM; hit rate 0.84% among 340,000;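 active means B-score under library mean minus 4 SD, starting fluorescence ratio at most library mean plus 5 SD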;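 further: more negative B-score means stronger inhibition of thallium flux through KCNK3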
Target sequence (O14649 whole entry, looked up): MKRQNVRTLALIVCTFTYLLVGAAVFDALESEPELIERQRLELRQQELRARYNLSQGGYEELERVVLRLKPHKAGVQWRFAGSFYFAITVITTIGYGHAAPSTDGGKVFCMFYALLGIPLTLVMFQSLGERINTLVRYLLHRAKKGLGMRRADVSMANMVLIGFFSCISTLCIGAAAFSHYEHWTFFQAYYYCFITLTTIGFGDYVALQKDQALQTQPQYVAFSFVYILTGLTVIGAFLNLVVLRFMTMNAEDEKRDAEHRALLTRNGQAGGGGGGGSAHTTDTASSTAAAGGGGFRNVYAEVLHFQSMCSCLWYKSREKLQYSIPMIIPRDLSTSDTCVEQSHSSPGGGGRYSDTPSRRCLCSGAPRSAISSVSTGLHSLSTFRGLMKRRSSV
The depositor's hits bear a star; i = inactive. This is a subset (hit frequency here may not be typical).

SMILES | ANO1 activ | KCNK3 block
Cc1ccccc1N1C(=O)c2cccc([N+](=O)[O-])c2C1=O | i | i
COc1ccc(CCN2C(=O)C=CC2=O)cc1OC | i | i
COc1ccc(C=C2SC(=S)NC2=O)c(OC)c1OC | i | i
Cc1ccc(NC(=O)Cn2c(=O)cnc3ccccc32)cc1S(=O)(=O)N1CCCCC1 | i | i
NC1=NC(=O)C(c2ccccc2)(c2ccccc2)S1 | i | i
CCOc1ccc(C(=O)NCC(=O)Nc2ccc3c(c2)OCO3)cc1OCC | i | i
COC(=O)c1ccc(COC(=O)c2ccc(C)c(S(=O)(=O)N3CCCCC3)c2)cc1 | i | -9.2*
O=C1NCN(C2CCCCC2)CN1 | i | i
O=c1[nH]c(=S)[nH]cc1Oc1ccccc1 | i | i
CCCn1c(=NC(=O)c2ccncc2)c(C#N)cc2c(=O)n3cccc(C)c3nc21 | i | i
O=C(OCc1cc(=O)n2ccsc2n1)c1ccc(OC(F)F)cc1 | i | i
CCN(CC)CCNC(=O)c1ccc(NC(=O)c2ccc(S(=O)(=O)N(C)c3ccccc3OC)cc2)cc1 | i | i
Cc1ccc(-c2csc(C(C#N)=C(O)CN3CCN(C(=O)c4ccco4)CC3)n2)cc1 | i | i
CCCn1c(N)c(N(CCOC)C(=O)c2ccc(S(=O)(=O)N3CCOCC3)cc2)c(=O)[nH]c1=O | i | i
CC(=O)Nc1ccc2c(c1)C(=O)c1cccc(C(=O)O)c1-2 | i | i
O=C(CC(O)CCc1ccccc1)c1ccc(O)cc1 (stereo not drawn) | i | i
COc1cc(C2c3cc4c(cc3CC3COC(=O)N32)OCO4)cc(OC)c1OC (stereo not drawn) | i | i
O=C(C=Cc1ccc2c(c1)OCO2)OCC=Cc1ccc2c(c1)OCO2 | i | i
O=C(Cc1ccccc1)N/N=C\c1ccc(Br)o1 | i | i
COc1cc(O)c(C(C)=O)c2c1C=CC(C)(C)O2 | i | i
Cc1c(NC(=O)CN2C(=O)NC3(CCCCC3C)C2=O)cccc1[N+](=O)[O-] (stereo not drawn) | i | i
c1csc(CCCN2CCCCC2)c1 | i | i
CC1(C)c2ccccc2-c2nc3ccccc3cc2C1N1CCOCC1 (stereo not drawn) | i | i
CC(C)CC1NC(=O)N(CC(=O)Nc2ccc(OC(F)F)cc2)C1=O (stereo not drawn) | i | i
CCOC(=O)N1C2CCC(C2)N1C(=O)OCC | i | i
Going on with the list.
SMILES | ANO1 activ | KCNK3 block
Cn1c(=O)c2c(n(Cc3ccccc3)c1=O)NC(=O)C2CC(=O)N1CCc2ccccc2C1 (stereo not drawn) | i | i
Oc1cccc(CN2CCOCC2)c1O | i | i
COc1ccc(CNC(=O)C(c2ccncc2)N(C(=O)Cc2cccs2)c2ccccc2)cc1 (stereo not drawn) | i | i
O=C1NC(=S)SC1=Cc1ccc2c(c1)OCO2 | i | i
COc1ccc(Cl)c2sc(N(CCN(C)C)C(=O)C3=COCCO3)nc12 | i | i
Cn1c(=O)c2[nH]c(C=Cc3ccc4c(c3)OCO4)nc2n(C)c1=O | i | i
O=C(NCCCO)c1ccc2nc(-c3ccco3)c(-c3ccco3)nc2c1 | i | i
NN=C(NN=Cc1ccccc1)c1ccccc1 | i | i
Cc1c(NC(=O)c2cccc(S(=O)(=O)N(C)c3ccccc3)c2)c(=O)n(-c2ccccc2)n1C | i | i
O=C(c1ccccc1)c1ccccc1C(=O)N1CCN(Cc2ccccc2F)CC1 | i | i
CN(C)CC1(C)Cc2ccsc2C1O (stereo not drawn) | i | i
C=CCN1C(c2ccc(Br)cc2)=CS/C1=C(\C#N)c1nnc(N2CCOCC2)n1-c1ccccc1 | i | i
Cc1nn(Cc2ccc(Cl)cc2Cl)c(C)c1NC(=O)c1nc2n(n1)C(C(F)F)CC(C)N2 (stereo not drawn) | i | i
CC(COc1ccccc1)OC(=O)Nc1ccccc1 (stereo not drawn) | i | i
Cc1ccc(C)c(OCCC(=O)OCc2csc(CC(=O)Nc3ccccc3C)n2)c1 | i | i
Cc1ccc(C(=O)N2[C@@H]3CN(C)C(=O)[C@@]2(Cc2ccccc2)[C@H]2C(=O)N(Cc4ccccc4)C(=O)[C@@H]32)cc1 | i | i
Cc1ccc(NC(=O)CN(C)C(=O)c2cc(-c3ccccc3)nn2-c2ccccc2)cc1 | i | i
Oc1ccc(Cl)cc1Sc1cc(Cl)ccc1O | -5.6* | i
CCOC(=O)c1sc(=S)[nH]c1C | i | i
Cc1ncc(NS(=O)(=O)c2ccc(N)cc2)nc1C | i | i
CCN(c1ccccc1)S(=O)(=O)c1ccc(Oc2ccccc2)c(N)c1 | i | i
O=C(NC1CCCCC1)c1cccc(N2C(=O)CCC2=O)c1 | i | i
COc1cc(N2C(=O)C=CC2=O)ccc1N1C(=O)C=CC1=O | i | i
N#CC(=Cc1ccncc1)c1ccccc1 | i | i
COc1cc(OC)c2c(-c3cccc(-c4ccc(F)c(Cl)c4)c3)cc(=O)oc2c1 | i | i
Next structures.
SMILES | ANO1 activ | KCNK3 block
C=C[C@]12CC[C@H](OC(C)=O)CC1=CCC1C2CC[C@@]2(C)C1CCC21OCCO1 (stereo partly drawn) | i | i
C=C1C(=O)C23C(O)C1CCC2C12CCCC(C)(COC(C)=O)C1C(O)C3(O)OC2 (stereo not drawn) | i | i
CN(CC(=O)Nc1cccc(F)c1)CC(=O)N(C)CC(=O)Nc1ccccc1Br | i | i
O=S(=O)(c1ccccc1)N(c1ccccc1)S(=O)(=O)c1ccccc1 | i | i
O=c1c2ccccc2sc2ccccc12 | i | i
O=C(NNc1ccc([N+](=O)[O-])cc1)c1ccccc1F | i | i
O=C(Nc1ccc(Cl)cc1)OCCN1CCOCC1 | i | i
CN1CCN(S(=O)(=O)c2ccc(C3CCCCC3)cc2)CC1 | i | i
O=C1CCCC2=C1C(c1ccsc1)CC(=O)N2c1nnc(SCc2ccccc2)s1 (stereo not drawn) | i | i
O=C(CN1CCN(c2ccc(O)cc2)CC1)Nc1ccccc1C(=O)NCCc1ccccc1 | i | i
COc1cc(C(=O)OCC(=O)NCCC2=CCCCC2)cc(OC)c1OC | i | i
CC(C)N(C)C1=CC(=O)C(N(C)C(C)C)=CC1=O | i | i
Cc1ccc(NC(=O)CCC(=O)c2ccccc2)cc1 | i | i
O=C(Nc1cccc([N+](=O)[O-])c1)N(c1ccccc1)c1ccccc1 | i | i
CC1CCCC(CC(N)=O)CC1 (stereo not drawn) | i | i
O=C1C=CC(=O)N1Cc1ccncc1 | i | i
COc1ccc(C2CC(=O)Oc3cc(OC)ccc32)cc1 (stereo not drawn) | i | i
NC(=O)c1ccsc1NC(=O)CCS(=O)(=O)c1ccc(Cl)cc1 | i | i
O=[N+]([O-])c1ccc(CSc2ccc(S(=O)(=O)N3CCOCC3)cn2)cc1 | i | i
COc1cccc(CNC(=O)CN2C(=O)NC(c3ccccc3)(c3ccccc3)C2=O)c1 | i | i
O=C(Nc1ccccc1N1CCCCC1)c1ccc([N+](=O)[O-])o1 | i | i
CN(Cc1c(F)cccc1Cl)C(=O)c1cccc(S(=O)(=O)N2CCN(Cc3ccccc3)CC2)c1 | i | i
COc1ccc(NC(=O)CN(C)CC(=O)Nc2cccc3ccccc23)c(OC)c1 | i | i
CSc1ccc(Cl)c(C(=O)OCC(=O)N2CCN(c3ccccc3)CC2)c1 | i | i
CCCCn1c(N)c(N(CCC(C)C)C(=O)COC(=O)c2cccnc2SC)c(=O)[nH]c1=O | i | i
Other entries
SMILES | ANO1 activ | KCNK3 block
O=c1[nH]nc(-c2n[nH]c(=O)o2)o1 | i | i
CCCCn1c(N)c(N(CCOC)C(=O)c2oc3ccc(Br)cc3c2C)c(=O)[nH]c1=O | i | i
CC(=O)NCc1ccc(C(=O)CN2C(=O)NC3(CCCCC3C)C2=O)s1 (stereo not drawn) | i | i
Cc1ccc2c(c1)c1ccc3c(c1n2C)C(=O)C=CC3=O | i | i
CCOC(=O)C1CCN(C(=O)c2ccccc2)C(CC)C1=O (stereo not drawn) | i | i
CCNc1nc(C)nc2c1cnn2C | i | i
COc1ccc(OC)c(C(=O)c2ccc([N+](=O)[O-])cc2)c1 | i | i
O=C1CCC[C@@H]2Cc3nc4ccc(O)cc4cc3[C@@H]3CCN1[C@H]23 | i | i
CSc1cccc(NC(=O)C2CCCN(S(=O)(=O)c3cnc[nH]3)C2)c1 (stereo not drawn) | -12* | i
Cc1ccc(S(=O)(=O)NCC(=O)OC(C)C(=O)NC2CCCCC2C)cc1C (stereo not drawn) | i | i
CC(C)N(Cc1ccccc1)C(=O)COC(=O)c1ccc(O)cc1 | i | i
Cc1ccc(CN2C(=O)COc3cc(NS(C)(=O)=O)ccc32)cc1 | i | i
CC(C)(C)NC(=O)C[C@H]1C[C@H](C(=O)N2CCOCC2)[C@@]2(C)c3[nH]c4cc(-c5ccco5)ccc4c3CCN2C1=O | i | i
CCCCNc1c(-c2ccc(OC)c(SC(C)CC)c2)nc2cc(C)ccn12 (stereo not drawn) | i | i
CC(C)CN1CCN(CCCOC(=O)Nc2cccc3ccccc23)CC1C (stereo not drawn) | i | i
O=C(COC(=O)CNS(=O)(=O)c1ccc(Cl)cc1)NC1CCCCC1 | i | i
CCCCCc1c2c(cc(O)c1C(=O)O)OC(=O)c1cc(C(=O)CCCC)c(OC)cc1O2 | i | i
COc1ccc(O)c(CN2CC3CCC(CC3)C2)c1 | i | i
O=[N+]([O-])c1ccc2[nH]c(=S)sc2c1 | i | i
O=C(CCc1ccco1)CCc1ccco1 | i | i
O=S(=O)(CC=CCS(=O)(=O)c1ccccc1)c1ccccc1 | i | i
O=C(CN1CCc2ccccc2C1)Nc1ccccc1C(=O)NC1CC1 | i | i
CC(=O)c1cc2c(cc1NC(=O)c1ccc(-n3nc(C)cc3C)cc1)OCO2 | i | i
COc1ccc2nc(N3C(=O)/C(=C/c4ccc(Cl)cc4)NC3=S)sc2c1 | i | i
N#Cc1ccc(C(=O)N2CCN(C(=O)C3CCCO3)CC2)cc1 (stereo not drawn) | i | i

Arranged by number of heavy atoms (rising): some entries from above.
SMILES | ANO1 activ | KCNK3 block
O=c1[nH]nc(-c2n[nH]c(=O)o2)o1 | i | i
O=[N+]([O-])c1ccc2[nH]c(=S)sc2c1 | i | i
CCNc1nc(C)nc2c1cnn2C | i | i
O=C(CCc1ccco1)CCc1ccco1 | i | i
COc1ccc(O)c(CN2CC3CCC(CC3)C2)c1 | i | i
Cc1ccc2c(c1)c1ccc3c(c1n2C)C(=O)C=CC3=O | i | i
O=S(=O)(CC=CCS(=O)(=O)c1ccccc1)c1ccccc1 | i | i
O=C1CCC[C@@H]2Cc3nc4ccc(O)cc4cc3[C@@H]3CCN1[C@H]23 | i | i
CC(C)N(Cc1ccccc1)C(=O)COC(=O)c1ccc(O)cc1 | i | i
CSc1cccc(NC(=O)C2CCCN(S(=O)(=O)c3cnc[nH]3)C2)c1 (stereo not drawn) | -12* | i
O=C(CN1CCc2ccccc2C1)Nc1ccccc1C(=O)NC1CC1 | i | i
CCCCNc1c(-c2ccc(OC)c(SC(C)CC)c2)nc2cc(C)ccn12 (stereo not drawn) | i | i
CCCCn1c(N)c(N(CCOC)C(=O)c2oc3ccc(Br)cc3c2C)c(=O)[nH]c1=O | i | i
CCCCCc1c2c(cc(O)c1C(=O)O)OC(=O)c1cc(C(=O)CCCC)c(OC)cc1O2 | i | i
CC(C)(C)NC(=O)C[C@H]1C[C@H](C(=O)N2CCOCC2)[C@@]2(C)c3[nH]c4cc(-c5ccco5)ccc4c3CCN2C1=O | i | i

Compound profiles, from the list above. Order of values: ANO1 activ | KCNK3 block
Results for `COc1cc(N2C(=O)C=CC2=O)ccc1N1C(=O)C=CC1=O` : i | i
Results for `O=C1NCN(C2CCCCC2)CN1` : i | i
Results for `O=c1c2ccccc2sc2ccccc12` : i | i
Results for `CC(C)N(C)C1=CC(=O)C(N(C)C(C)C)=CC1=O` : i | i

Other results follow.
SMILES | ANO1 activ | KCNK3 block
CC(C)C(Cl)=NOC(=O)Nc1ccc(F)cc1 | i | i
O=C(O)C1C2OC(C(Br)C2Br)C1C(=O)O (stereo not drawn) | i | i
CCCSc1nc(N)nc2c1ncn2C1OC(CO)C(O)C1O (stereo not drawn) | i | i
COc1cc(CN(C)c2ccc(S(=O)(=O)N3CCCC3)cn2)ccc1OC(F)F | i | i
CC(C)CC(C(=O)OCC(=O)N1CCN(c2ccccc2)CC1)N1C(=O)c2ccccc2C1=O (stereo not drawn) | i | i
COc1ccc2nc(SC(C)C(=O)NC3CCCCC3)[nH]c2c1 (stereo not drawn) | i | i
Cc1ccc(S(=O)(=O)N(CCC(=O)NCc2ccc(S(N)(=O)=O)cc2)c2ccccc2)cc1 | i | i
CC1(C)C(=O)Nc2ccccc2N1C(=O)COC(=O)c1cc(S(C)(=O)=O)ccc1Cl | i | i
Cc1c(NS(=O)(=O)c2ccc(C(=O)N(C)Cc3cccc(Cl)c3Cl)cc2)c(=O)n(-c2ccccc2)n1C | i | i
COc1ccc(NC(=O)c2ccc(NC(=O)CN3CCN(c4ccc(O)cc4)CC3)cc2)cc1 | i | i
COc1ccc(N=C2C=CC(=O)O2)cc1 | i | i
O=S(=O)(Nc1ccccc1)C1CCCCC1 | i | i
O=C(O)C1CC2C3CC(C(=O)O)C(C3)C2C1 (stereo not drawn) | i | i
CCN1C[C@@H]2[C@@H]3C(=O)N(C)C(=O)[C@@H]3[C@](C)(C1=O)N2C(=O)c1ccc(C)cc1 | i | i
COc1ccc(CCN2CC(C(=O)OC(C)C(=O)Nc3ccc(NC(C)=O)cc3)CC2=O)cc1OC (stereo not drawn) | i | i
Nc1ccccc1C(=O)N1O[C@@H]2C=C[C@H]1CC2 | i | i
COc1ccc(CCNC(=O)COC(=O)c2cccs2)cc1 | i | i
